NPYLR7 agonist = activates Aedes aegypti NPYLR7 receptor; HEK293T NPYLR7/Galpha15, GCaMP6s calcium fluorescence; activation, % at 10 µM; 270,000 tested, 0.15% active; AID 1259423; in the data active means activation above about 40%;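 further: 0% = vehicle and 100% = reference agonist at the receptor; some compounds past the cut are filed as inactive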
mcGAS inh = mouse cGAS inhibition by luminescence; inhibition, % at 12.5 µM; AID 1259399; recombinant cGAS, Kinase-Glo ATP depletion luminescence; 160,000 tested, 0.15% active; Q8C6L5;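 further: 0% = negative control wells and 100% = reference inhibitor with no enzyme activity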
hcGAS lum = human cGAS inhibition. recombinant h-cGAS, ATP depletion, Kinase-Glo luminescence. inhibition, % at 12.5 µM. AID 1259398. 290,000 tested, 0.081% active. Q8N884;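 further: 0% = vehicle reaction and 100% = reaction without DNA for no activity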
Target sequence (Q8N884 whole entry, looked up): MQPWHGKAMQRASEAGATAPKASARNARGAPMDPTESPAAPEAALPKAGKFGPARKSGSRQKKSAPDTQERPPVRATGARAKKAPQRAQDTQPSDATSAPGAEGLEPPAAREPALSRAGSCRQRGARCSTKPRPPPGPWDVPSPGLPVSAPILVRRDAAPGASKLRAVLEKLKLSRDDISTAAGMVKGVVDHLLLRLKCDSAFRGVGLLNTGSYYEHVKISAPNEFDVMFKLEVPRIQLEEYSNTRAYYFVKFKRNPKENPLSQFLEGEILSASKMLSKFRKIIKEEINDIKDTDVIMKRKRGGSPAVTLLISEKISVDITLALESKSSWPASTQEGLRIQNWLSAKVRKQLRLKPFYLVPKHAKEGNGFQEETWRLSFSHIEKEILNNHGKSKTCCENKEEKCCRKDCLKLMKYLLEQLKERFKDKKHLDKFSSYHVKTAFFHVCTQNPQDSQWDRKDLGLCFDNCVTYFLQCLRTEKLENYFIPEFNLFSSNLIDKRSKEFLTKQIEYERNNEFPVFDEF
* hit, by the source's call; . = not tested or not shown; & = joins results of further samples. Unless noted, no stated cut-off is given here; in the data, active means inhibition above about 40%; inactive means the rest.

#1 CC(C)Cc1cc(C(=O)NCC(c2cccnc2)N2CCCC2)n(C)n1 (stereo not given)
#2 CCOC(=O)c1nnsc1N1CCCCCC1
#3 COc1ccc(-c2nc3cc(C)ccn3c2NC(=O)c2ccc(Cl)cc2Cl)cc1
#4 CC#CCN1C(=O)NC(Cc2cccc(F)c2)(C2CCN(C(=O)CC3=CCCCC3)CC2)C1=O (stereo not given)
#5 CCC(=O)C(C#N)c1nnc(-c2ccccc2)s1 (stereo not given)
#6 CCCC(=O)OC1C(=O)Nc2cc(Br)ccc21 (stereo not given)
screen / no.	1	2	3	4	5	6
NPYLR7 agonist	2	.	-8	6	8	-2
mcGAS inh	.	-4	-9	-14	.	-11
hcGAS lum	-6	-7	-9	-10	56*	-5

#7 CCCOc1nn(CCC)cc1C(=O)Nc1nccs1
#8 CCOC(=O)Cn1c(Cl)c(/C=N\NC(=O)c2ccccc2)sc1=O
#9 O=C(NCCc1ccccn1)C(C1CCCC1)N1CCN(C(=O)C2CCC2)CC1 (stereo not given)
#10 CCCOc1ccccc1OCC(=O)Nc1cc(C)on1
#11 CCOC(=O)C(N1CCCC1=O)n1cc(I)c(=O)[nH]c1=O (stereo not given)
#12 CCC(CC)C(=O)N(CCN(C)C)Cc1cc(NC(=O)COC)ccc1N(C)C
screen / no.	7	8	9	10	11	12
NPYLR7 agonist	0	-11	7	1	-6	10
mcGAS inh	-6	-9	-4	.	.	0
hcGAS lum	-5	-10	-3	-5	2	3

#13 Cc1cc(C)n(-c2ccc(NC(=O)C3CCN(CC(C)c4ccccc4)CC3)cc2)n1 (stereo not given)
#14 Cc1noc(C)c1C(=O)N1CCC(c2cn(C)c3ccccc23)CC1
#15 CCCC(C)C1C(C#N)C(=N)SC(=N)C1C#N (stereo not given)
#16 CC(C)(C)CC(=O)N1CCCC1C(=O)NC1CCN(C2CCOC2)CC1 (stereo not given)
#17 COc1cccc(-c2cc(C(=O)N(CCC#N)Cc3cccnc3)n(-c3cc(C)ccc3C)n2)c1
#18 CC(NC(=O)C(C)N1CCN(C)CC1C)c1cc2ccccc2o1 (stereo not given)
screen / no.	13	14	15	16	17	18
NPYLR7 agonist	2	-2	5	7	.	5
mcGAS inh	.	-7	-2	.	0	-6
hcGAS lum	-7	-4	-4	-8	-1	-3

#19 Cc1nc(C(C)C)ncc1C(=O)N1CCc2c(nc(N(C)C)[nH]c2=O)C1
#20 Cc1nn(Cc2ccc(F)cc2)c2sc(C(=O)NCCCN3CCCC3=O)cc12
#21 Fc1ccccc1Oc1cc(C(F)(F)F)nc(SCc2cccc(Cl)c2)n1
#22 CCN(C)C(=O)c1ccc2c(c1)c(C)c(C)n2CCOC
#23 CCOC(=O)c1ccc2c(c1)nc(SCc1c(F)ccc(F)c1Cl)n2CCOC
#24 CC(c1ccon1)N(C)C(=O)c1cccc(OC2CCN(C(=O)C3CC3)CC2)c1 (stereo not given)
screen / no.	19	20	21	22	23	24
NPYLR7 agonist	23	8	5	4	0	6
mcGAS inh	-19	.	.	.	-4	.
hcGAS lum	-1	-5	-5	-6	0	-1

#25 CCc1cccc2c(C(CC(=O)NC3CCCCC3)c3ccccc3Cl)c[nH]c12 (stereo not given)
#26 Cc1cc(Cl)cc(Cl)c1CNC(=O)CC1C(=O)NCCN1CC(C)C (stereo not given)
#27 C=CCSC(C)C(=O)N1CCCN(C2CCCC2)CC1 (stereo not given)
#28 Cc1c(C(=O)NCc2ccco2)nnn1-c1ccc2noc(-c3ccc(Cl)cc3)c2c1
#29 O=C(OCC(=O)N1CCN(C(=O)c2ccco2)CC1)c1ccccc1F
#30 O=C(NC(C(=O)N1CCOCC1)C1CCN(C(=O)CCc2ccccc2)CC1)c1ccc2c(c1)OCO2 (stereo not given)
screen / no.	25	26	27	28	29	30
NPYLR7 agonist	-5	5	-4	4	8	16
mcGAS inh	3	.	.	-9	.	-6
hcGAS lum	1	3	-2	-11	-5	-3

#31 CC(C)CCn1c(N2CCNCC2)nc2c1c(=O)[nH]c(=O)n2C
#32 CC(C)CN1C(=O)N(CCc2ccccc2)C2(CCN(Cc3cc(F)ccc3F)CC2)C1=O
#33 CN1OC(C)(CC(=O)NCc2nccs2)N=C1c1ccccc1 (stereo not given)
#34 Cc1cc(CSc2nnc3cc(C)c4ccccc4n23)no1
#35 Cc1ccc(C)c(-n2cc(CN(C)C3CCOCC3)c(-c3ccccc3)n2)c1
#36 Cc1[nH]c2c(c1C(=O)NCCOc1ccccc1F)C(=O)CCC2
screen / no.	31	32	33	34	35	36
NPYLR7 agonist	0	13	9	1	-6	7
mcGAS inh	-8	-6	.	.	.	-9
hcGAS lum	-1	-11	-5	-6	0	-8

#37 O=C1CC2(C(=O)N1CCOc1ccccc1)C(=O)N(Cc1ccccc1)c1ccccc12 (stereo not given)
#38 Cc1ccc(F)c(S(=O)(=O)NC(=O)C2(C)CCN2C(=O)c2ccc(C(C)(C)C)cc2)c1 (stereo not given)
#39 CNC(=O)[C@@H]1C[C@H](N)CN1C(=O)Cc1c(C)nn(-c2ccccc2)c1C
#40 Cc1ccc(C2([N+](=O)[O-])C(=O)c3ccccc3C2=O)cc1
#41 c1coc(-c2ncc(CN3CCN(c4ncnc5ccccc45)CC3)cn2)c1
#42 COc1ccc(N2CCN(c3cc(C(=O)NCC(C)(C)CN(C)C)c4ccccc4n3)CC2)cc1
screen / no.	37	38	39	40	41	42
NPYLR7 agonist	5	1	8	-9	3	4
mcGAS inh	-2	.	-10	.	.	2
hcGAS lum	0	-9	0	-3	2	5

Rewritten tab-delimited: part of the list above
cpd	smiles	NPYLR7 agonist	mcGAS inh	hcGAS lum
25	CCc1cccc2c(C(CC(=O)NC3CCCCC3)c3ccccc3Cl)c[nH]c12 (stereo not given)	-5	3	1
26	Cc1cc(Cl)cc(Cl)c1CNC(=O)CC1C(=O)NCCN1CC(C)C (stereo not given)	5	.	3
27	C=CCSC(C)C(=O)N1CCCN(C2CCCC2)CC1 (stereo not given)	-4	.	-2
28	Cc1c(C(=O)NCc2ccco2)nnn1-c1ccc2noc(-c3ccc(Cl)cc3)c2c1	4	-9	-11
29	O=C(OCC(=O)N1CCN(C(=O)c2ccco2)CC1)c1ccccc1F	8	.	-5
30	O=C(NC(C(=O)N1CCOCC1)C1CCN(C(=O)CCc2ccccc2)CC1)c1ccc2c(c1)OCO2 (stereo not given)	16	-6	-3
31	CC(C)CCn1c(N2CCNCC2)nc2c1c(=O)[nH]c(=O)n2C	0	-8	-1
32	CC(C)CN1C(=O)N(CCc2ccccc2)C2(CCN(Cc3cc(F)ccc3F)CC2)C1=O	13	-6	-11
33	CN1OC(C)(CC(=O)NCc2nccs2)N=C1c1ccccc1 (stereo not given)	9	.	-5
34	Cc1cc(CSc2nnc3cc(C)c4ccccc4n23)no1	1	.	-6
35	Cc1ccc(C)c(-n2cc(CN(C)C3CCOCC3)c(-c3ccccc3)n2)c1	-6	.	0
36	Cc1[nH]c2c(c1C(=O)NCCOc1ccccc1F)C(=O)CCC2	7	-9	-8
37	O=C1CC2(C(=O)N1CCOc1ccccc1)C(=O)N(Cc1ccccc1)c1ccccc12 (stereo not given)	5	-2	0
38	Cc1ccc(F)c(S(=O)(=O)NC(=O)C2(C)CCN2C(=O)c2ccc(C(C)(C)C)cc2)c1 (stereo not given)	1	.	-9
39	CNC(=O)[C@@H]1C[C@H](N)CN1C(=O)Cc1c(C)nn(-c2ccccc2)c1C	8	-10	0

(more compounds)
#43 Cc1nc(CN2CCCC(N(C)C3CCOC3=O)C2)no1 (stereo not given)
#44 CNc1nc2c(C)cccn2c(=O)c1C=Nc1ccc(Cl)cc1
#45 COc1cccc(COc2c[nH]c(C(=O)Nc3ccc4c(c3)OCO4)cc2=O)c1
#46 C=CCN1C(=N)S/C(=C\c2cc(OCC)c(OC(C)C)cc2Br)C1=O
#47 NC(N)=NC(N)=Nc1cccc(Cl)c1
#48 C=CCN1C(=O)NC(c2ccccc2C(F)(F)F)C2=C1CN(C(Cc1ccccc1)C(=O)Nc1cc(C)cc(C)c1)C2=O (stereo not given)
screen / no.	43	44	45	46	47	48
NPYLR7 agonist	3	-3	4	-13	-1	3
mcGAS inh	.	-6	.	.	-2	-1
hcGAS lum	-7	-3	-10	-2	-2	-3

#49 Cc1ccc2oc(-c3ccc(OS(C)(=O)=O)c(CN4CCOCC4)c3)nc2c1
#50 Cc1nc2ccc(C(=O)NCc3ccc(N(C)C)cc3)cn2c1N(C)C=O
#51 Cn1nc(C(=O)NCCc2cc(F)cc(F)c2)c(=O)c2ccccc21
#52 CC(C)(C)C(=O)N1CCC(C(=O)Nc2ccc(Cl)c(-c3nnc4n3CCCCC4)c2)CC1
#53 C=CCN(Cc1ccccn1)Cc1ccccc1C
#54 Cc1cc2c(c(=O)n1Cc1ccc3c(c1)OCO3)C(c1ccccc1)C(C#N)C(=N)O2 (stereo not given)
screen / no.	49	50	51	52	53	54
NPYLR7 agonist	15	15	9	5	-2	-2
mcGAS inh	-7	-2	.	.	.	.
hcGAS lum	-5	-5	-10	-7	0	-4

#55 CC(NC(=O)c1ccoc1)C(=O)Nc1cccc(CN(C)C(=O)OC(C)(C)C)c1 (stereo not given)
#56 Cc1ccc(-c2cc(C(=O)Nc3ccc(C)c(C)c3)n(-c3ccccc3Cl)n2)o1
#57 COC(=O)NC(CC(C)C)C(=O)OCc1cc(Cl)ccn1 (stereo not given)
#58 CC(C)CN(CC(=O)N(CCc1ccccc1)Cc1ccco1)C(=O)c1ccc(-c2ccccc2)cc1
#59 COCCC1(CO)CCCN(Cc2nc[nH]c2C)C1 (stereo not given)
#60 Cc1ccn2c(=O)nc(SCC(=O)Nc3ccc(C(N)=O)cc3)nc2c1
#61 COc1ccccc1CN1CC(C(=O)NCCSC)CCC1=O (stereo not given)
screen / no.	55	56	57	58	59	60	61
NPYLR7 agonist	9	23	2&-15	6	.	2	1
mcGAS inh	.	-4	.	-3	-1	-5	-12
hcGAS lum	-13	-10	-11&9	-2	3	-7	-10

Bioassay records from PubChem BioAssay.
